High-throughput results from PubChem BioAssay.
TDP43 rescue: qHTS of TDP-43 Inhibitors; TDP-43 expressing yeast growth rescue, BacTiter-Glo, 24 h; actives 1.8% (n = 410,000); Potency, µM (top dose mostly 46.1 µM), inactives show at the highest dose growth rescue (activation), usual class: activators; note: % of control where 0% means no effect; nearly all actives have a fitted effect of over 50% in size
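Yeast cells expressing TDP-43 under galactose induction are exposed to compounds for 24 hr at 30 deg C. BacTiter-Glo luminescence measures growth, so protective compounds score as activators.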
HEK293 tox: qHTS of GLP-1 Receptor Inverse Agonists: Cytotox Screen; actives 0.13% (n = 410,000); Potency, µM (series often up to 38.3 µM), without a hit: at the highest dose activity change, negative = inhibition, actives largely listed as inhibitors; HEK293 cAMP-luciferase reporter cells, luminescence, 24 h; AID 624418, 2012;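 note: loss of luciferase light is scored as toxicity; % is set by controls: 0 for no effect and ±100 for the full control effect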
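Step one: seed cells (200 cells/uL, DMEM with 10% Nu serum, 1% pen-strep). Step two: 12-hour incubation at 37 deg C. Step three: pin 23 nL compound, incubate 24 hr. Step four: add luciferase reagent, read luminescence 12 min later.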
KB-3-1 tox: qHTS assay for MDR1-selective chemotherapeutics: Primary screen using the parental adenocarcinoma cell KB-3-1; Potency, µM (highest dose often 46.1 µM), without a hit: top-dose activity change, negative = cytotoxic, most hits filed as cytotoxic; actives 1.4% (n = 400,000); KB-3-1 viability, CellTiter-Glo ATP luminescence, 72 h; note: % is set by controls: 0 for no effect and ±100 for the full control effect; nearly all actives have a fitted effect of over 60% in size
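Cytotoxicity in the drug-sensitive parental line KB-3-1 was scored as loss of CellTiter-Glo luminescence following 72 h incubation with compound. Values come from curve fitting of normalized concentration-response data.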
HT1080 IDH1KD tx: qHTS for induction of synthetic lethality in tumor cells producing 2HG: qHTS for the HT-1080-IDH1KD cell line | HT-1080 IDH1 knockdown viability, ATP luminescence, 48 h | Potency, µM (highest dose often 46.1 µM), for the others: top-dose activity, negative = toxicity, actives largely listed as cytotoxic | actives 2% (n = 360,000) | AID 686971, 2013;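 note: 0% = DMSO wells and -100% = cell-free medium wells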
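Knockdown cells (IDH1KD HT-1080) received compounds 2 h after plating at 750 cells/well and were kept 48 h at 37 °C in 5% FBS RPMI. A CellTiter-Glo luminescence read gave % activity for curve fitting.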
GLP1R inv ag: qHTS of GLP-1 Receptor Inverse Agonists (Inhibition Mode); Glucagon-like peptide 1 receptor (Homo sapiens), P43220; HEK293 GLP-1R CRE-luciferase, luminescence, 24 h; GLP-1R form is constitutively active; Potency, µM (doses to about 38.3 µM), for the others: at the top dose activity change, negative = inhibition, most hits filed as inhibitors; actives 1.6% (n = 410,000); AID 624417, 2012; note: % is set by controls: 0 for no effect and ±100 for the full control effect; nearly all actives have a fitted effect of over 55% in size
Target sequence (P43220 whole entry, looked up): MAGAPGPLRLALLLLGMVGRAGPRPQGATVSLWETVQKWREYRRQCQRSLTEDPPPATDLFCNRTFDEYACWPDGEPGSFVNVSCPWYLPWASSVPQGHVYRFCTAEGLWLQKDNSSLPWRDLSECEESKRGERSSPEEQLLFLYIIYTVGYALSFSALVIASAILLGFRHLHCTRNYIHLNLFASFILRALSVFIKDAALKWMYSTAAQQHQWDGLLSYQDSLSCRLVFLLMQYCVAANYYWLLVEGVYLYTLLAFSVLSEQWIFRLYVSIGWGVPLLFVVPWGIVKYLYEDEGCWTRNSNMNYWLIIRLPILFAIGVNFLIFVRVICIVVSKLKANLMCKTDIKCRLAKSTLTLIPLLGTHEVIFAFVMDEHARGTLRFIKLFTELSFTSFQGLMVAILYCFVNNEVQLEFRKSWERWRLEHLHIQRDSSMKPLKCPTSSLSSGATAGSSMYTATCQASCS
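qHTS in 1536-well format: reporter HEK293 cells expressing constitutive GLP-1R activity in DMEM + 10% Nu serum, 24 hr with compounds at 37 deg C, luminescence read after 12 min with detection reagent.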
GLP1R ag: qHTS of GLP-1 Receptor Agonists; HEK293 GLP-1R CRE-luciferase, luminescence, 4-6 h; cells express a hypersensitive GLP-1R form; Potency, µM (titrated, usually from 45.6 µM), for the others: top-dose activation, usual class: activators; actives 0.007% (n = 380,000); Glucagon-like peptide 1 receptor (Homo sapiens), P43220; AID 624172, 2012; note: % of control where 0% means no effect
HT1080NT lethal: qHTS for induction of synthetic lethality in tumor cells producing 2HG: qHTS for the HT-1080-NT fibrosarcoma cell line; AID 686970, 2013; Potency, µM (top dose mostly 46.1 µM), for inactives: at the highest dose activity, negative = less viability, hits mostly cytotoxic; actives 1.6% (n = 360,000); HT-1080-NT fibrosarcoma viability, CellTiter-Glo ATP luminescence, 48 h;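 note: NT is the 2HG producing partner of a matched IDH1 knockdown line; 0% = DMSO-treated cells and -100% = media-only wells without cells; nearly all actives have a fitted effect of over 55% in size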
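A 48-hour cytotoxicity screen used HT-1080-NT cells plated 2 hours before compound delivery. ATP-based CellTiter-Glo luminescence measured viability, normalized to DMSO and no-cell controls.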
KB-V1 cytotox: qHTS assay for MDR1-selective chemotherapeutics: Primary screen using the drug-selected MDR subline cells KB-V1; KB-V1 MDR cells viability, CellTiter-Glo, 72 h; actives 3.4% (n = 400,000); AID 1347076, 2019; Potency, µM (series often up to 46.1 µM), for inactives: at the top dose activity change, negative = cytotoxicity, most hits filed as cytotoxic; note: % is set by controls: 0 for no effect and ±100 for the full control effect; nearly all actives have a fitted effect of over 60% in size
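Following 72 h at 37 degrees C with compound, KB-V1 cell viability was read by CellTiter-Glo luminescence, medium being phenol-red-free DMEM plus 10% FBS; concentration-response parameters came from normalized, curve-fitted qHTS data.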
SW480 rerep: A quantitative high throughput screen for small molecules that induce DNA re-replication in SW480 colon adenocarcinoma cells; SW480 DNA re-replication, Hoechst DNA content imaging, 48 h; Potency, µM (doses to about 46.1 µM), for inactives: at the highest dose re-replication activation, actives largely listed as activators; actives 1.8% (n = 340,000); AID 624297, 2012; note: % of control where 0% means no effect; nearly all actives have a fitted effect of over 55% in size
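Compounds, transferred as 23 nL by pin tool, were incubated with cells for 48 hr; DNA content per nucleus was then quantified by Hoechst staining and fluorescence plate imaging.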
Active calls of the source: *; ? = inconclusive; . = not tested or not shown; [ ] = another dose, or the depositor's remark. Calls come from the whole dose curve; as a rule, active = well fitted curve in the direction sought with a large enough effect; inconclusive = small, poorly fitted or top-dose-only effect, or another doubt; inactive = no such curve, though single readings can be large; an effect the other way counts as inactive or inconclusive. Potency is the fitted concentration of half-maximal effect.

Every second line gives: TDP43 rescue, HEK293 tox, KB-3-1 tox, HT1080 IDH1KD tx, GLP1R inv ag, GLP1R ag, HT1080NT lethal, KB-V1 cytotox, SW480 rerep
CN(CC(=O)NCCc1ccccc1)S(=O)(=O)c1cnc[nH]1
 : 18%, -11%, 17%, 7%, 0%, -1%, 6%, 7%, -7%
CCOC(=O)Cn1c(CN2CCc3ccccc3C2)nc2c1c(=O)n(C)c(=O)n2C
 : 22%, 6%, 5%, 2%, -9%, -1%, 0%, 20%, -2%
OCCN1CCN(c2ncnc3sc4c(c23)CCCC4)CC1
 : 10%, -10%, -1%, -12%, -6%, -1%, -3%, 1%, -1%
Cc1cc(Nc2cc(Cl)ccc2C)n2nc(Cc3ccccc3)nc2n1
 : 35µM*, -1%, -5%, ., -11%, ., ., 0%, .
COc1ccccc1N1CCN(C(=O)c2ccc(S(=O)(=O)N3CCCCCC3)cc2)CC1
 : ?, -10%, -19%, -11%, ?, 2%, -10%, 1%, 2%
NNc1nc2sc3c(c2c(=O)[nH]1)CCc1ccccc1-3
 : ?, 12%, -29%, -1%, 0%, -6%, -4%, -8%, -2%
COn1c(=O)c(-c2cccc(Br)c2)[n+]([O-])c2ccccc21
 : -12%[1.82 µM], 2%, -1%, 1%, -6%, 11%, 5%, 2%, -4%
CC(C)OC(=O)C1C2C=CC3(CN(CC4CCCO4)C(=O)C13)O2 (configuration not stated)
 : -3%, 0%, -1%, 11%, 1%, 0%, 0%, 17%, -3%
COc1cc(NC(=O)c2cc(-c3ccc(C)cc3)on2)cc(OC)c1OC
 : -6%, -9%, -3%, 4%, -17%, -1%, 13%, 0%, -3%
Cc1cccc(C(=O)Nc2ccc(S(=O)(=O)N(Cc3ccccc3)c3ccccc3)cc2)c1
 : 19%, -5%, 12%, ., ?, ., ., ?, .

Sorted by the number under GLP1R ag (highest first): 3 of the compounds above.
compound | GLP1R ag
CC(C)OC(=O)C1C2C=CC3(CN(CC4CCCO4)C(=O)C13)O2 (configuration not stated) | 0%
OCCN1CCN(c2ncnc3sc4c(c23)CCCC4)CC1 | -1%
NNc1nc2sc3c(c2c(=O)[nH]1)CCc1ccccc1-3 | -6%

New compounds follow.
Every second line gives: TDP43 rescue, HEK293 tox, KB-3-1 tox, HT1080 IDH1KD tx, GLP1R inv ag, GLP1R ag, HT1080NT lethal, KB-V1 cytotox, SW480 rerep
CCOC(=O)[C@]12CCC=C1N(Cc1ccc(Cl)cc1Cl)C(=O)[C@H](CC(=O)NCc1ccc(OC)c(OC)c1)C2
 : 25%, -14%, 7.3µM*, -29%, ?, 6%, ?, 5.2µM*, .
Cc1c(NC(=O)c2ccc(Br)o2)cccc1C(=O)O
 : -9%, 1%, -1%, -3%, 0%, 3%, 8%, 0%, -6%
O=C(NCc1ccccn1)C(=O)NN=C1CCCCCCCCCCC1
 : -1%, -5%, 3%, 0%, -28%, 6%, -10%, ?, -1%
CCCc1nnc(SCC(=O)Nc2ccccc2F)o1
 : 22%, 0%, -3%, 10%, 1%, -2%, 1%, 4%, -4%
CN1CCN(c2nc(-c3ccc(Br)cc3)nnc2-c2ccccc2)CC1
 : -5%, -2%, -17%, 21µM*, 8.9µM*, 25%, ?, 26µM*, 0%
COc1ccc(CN(CCO)CCO)cc1[N+](=O)[O-]
 : 13%, 3%, 4%, 11%, 3%, 3%, 3%, -6%, -4%
COc1ccc(C)cc1NC(=O)CSc1nnc2ccc(-c3ccncc3)nn12
 : -13%, 1%, 10%, -6%, 73%[activator], 21%, 5%, -2%, -66%
OCCNc1nc(N2CCCCC2)nc2ccccc12
 : 0%, -15%, 0%, 2%, 4%, 1%, 3%, 22%, -6%
C/C(=N\O)C(=O)NCCN(C)C
 : 3%, -3%[1.53 µM], 4%, 0%, 6%, -8%, 2%, 0%, -2%
Cc1ccc(N(C(=O)c2csnn2)C(C(=O)NC(C)(C)C)c2cccnc2)cc1 (configuration not stated)
 : -7%[0.397 µM], -3%, -5%, 24%, 46%[activator], 12%, 2%, -1%, 0%
COc1ccc(O)c(CN2CCCC(N3CCc4ccccc4C3)C2)c1 (configuration not stated)
 : 6%, 4%, 0%, -13%, -21%, 3%, -11%, -2%, -23%
Cc1ccc(-n2nc(C(=O)O)c(O)cc2=O)cc1
 : -20%, -5%, 24%, 10%, 8%, 0%, 5%, 28%, -2%
COc1ccc(NC(=S)N(CCc2nc3cc(C)c(C)cc3[nH]2)Cc2cccnc2)cc1
 : -5%, -3%, 3%, ?, 0%, -7%, ?, -18%, -10%
CCc1ccc(NS(=O)(=O)c2ccc3[nH]cc(C(=O)NCCCOC(C)C)c(=O)c3c2)cc1
 : 22%, 21%, 0%, ., 14%, ., ., -11%, .
N#Cc1ccccc1CSc1nnc(-c2ccc(Br)cc2)o1
 : 0%, 4%, -22%, ., 16%, 18%, ., -12%, .
Cc1cc(=O)[nH]c(SCC(N)=O)c1C#N
 : 5%, -9%, -30%, 15%, 5%, 3%, 9%, 0%, 0%
Cc1nonc1NCn1nnc2ccccc21
 : -3%, -4%, 8%, 8%, 20%, -11%, 1%, ?, 19%
Cc1cccc(NC(=O)CSc2nc3c(oc4ccccc43)c(=O)n2-c2ccccc2)c1C
 : 23%, -17%, 5%, ., 2%, ., ., -3%, .
CCCn1c(=O)c(F)cn(Cc2ccc(OC)c([N+](=O)[O-])c2)c1=O
 : 8%, 1%, 2%, 1%, 0%, 4%, 7%, -1%, -19%
Cn1c(N=Nc2ccccc2)nc2ccccc21
 : -9%, 10µM*, 0%, 10µM*, 4.5µM*, -20%, 8.2µM*, 8.2µM*, ?
Cc1ccccc1CS(=O)(=O)Cc1ccc(C(=O)N2CCOCC2)o1
 : 17%, 1%, 3%, 5%, 9%, -2%, 0%, -5%, -5%
Cc1nn(-c2ccccc2)c(C)c1/C=N/NC(=O)CSc1nc2ccccc2c(=O)n1-c1ccccc1
 : -2%, 4%, -23%, -16%, 20%, 4%, -25%, -2%, -10%
NC(=O)C1CCN(C(=O)CCC(=O)N2CCOc3ccc(Cl)cc32)CC1
 : 0%, -17%, 20%, 4%, 13%, -4%, -4%, 4%, -19%
O=C(N=C1SC2CS(=O)(=O)CC2N1c1cccc(Cl)c1Cl)C1CC1 (configuration not stated)
 : 3%, -8%, 8%, -2%, -20%, -1%, 1%, 5%, -12%
Cc1cc(C)n2c(NC3CCCCC3)c(CC(C)C)nc2n1
 : 0%, -34%, -21%, 7%, -58%, 1%, 21%, 11%, .
CCOc1ccc(C2=C/C(=C/c3cccnc3)C(=O)O2)cc1
 : 1%, 1%, 7%, 8%, 1%, -3%, 11%, 25%, -9%
C=CCSc1nnc(NC(=O)CSc2nc(CCC)cc(=O)[nH]2)s1
 : 9%, 19%, ?, -19%, 0%, 0%, -28%, 21µM*, 0%
COC(=O)c1cccc(CSC(=S)N2CCCC2)c1
 : ?, -24%, -13%, -4%, -4%, -5%, -2%, 16%, -16%
COc1cccc(NC(=O)C2(C)CCN2CC2CCCCC2)c1 (configuration not stated)
 : 0%, -1%, 0%, 24%, -25%, 7%, 2%, -3%, .
O=C(N/N=C/c1ccc2c(c1)OCO2)c1cccc(NC(=O)c2ccccc2Cl)c1
 : -11%, ?, ?, 8.2µM*, ?, 13%, 12µM*, -23%, ?
CCOC(=O)c1c(NC(=O)Cn2nc(C(F)(F)F)cc2C)sc2c1CCC2
 : -20%, 0%, -11%, 2%, ?, 7%, 1%, 21µM*, 17%
Cc1cc(C)c(NC(=O)Cc2ccc(-n3cccc3)cc2)c(C)c1
 : 21%, -9%, 0%, 7%, 1%, -2%, 7%, 18%, -10%
Cc1cccc(-c2nnc(-c3ccc(N)cc3)o2)c1
 : 8.9µM*, -6%, -6%, 4%, 47%[activator], -3%, 3%, -21%, -6%
O=C(NC(NC1CCS(=O)(=O)C1)C(Cl)(Cl)Cl)c1cccc(Cl)c1 (configuration not stated)
 : -2%, 7%, -10%, -1%, 0%, 2%, -1%, 23µM*, 1%
COc1ccc(OC)c(-n2c(C)ccc2-c2ccc(S(C)(=O)=O)cc2)c1
 : 10%, -5%, -1%, -1%, -21%, 5%, -1%, ?, 5%
CS(=O)(=O)c1ccc(Cl)c(NC(=O)CCN2C(=O)NC3(CCCC3)C2=O)c1
 : -3%, -2%, -2%, 13%, 13%, 2%, 9%, -1%, 0%
COCCCC1CCN(C(=O)C2CCC(=O)N(Cc3ccccc3F)C2)CC1 (configuration not stated)
 : 5%, -5%, -1%, 6%, 13%, 2%, 2%, 0%, -12%
O=C(COC(=O)c1ccc([N+](=O)[O-])s1)NCc1ccc(F)cc1
 : 19%, -8%, 2%, -3%, 12%, 0%, -4%, 7%, 2%
O=C(NCc1ccccc1)C1CCCN(S(=O)(=O)c2cccnc2)C1 (configuration not stated)
 : -14%, -13%, -4%, 10%, 1%, 4%, 8%, -6%, 2%
Cc1noc(C)c1C(=O)N(CC(=O)Nc1ccccc1Br)Cc1ccco1
 : 8%, -2%, ., 6%, -8%, 0%, 0%, ., -4%
CC1(C(=O)Nc2cccc(Oc3ccccc3)c2)Cc2c(-c3ccccc3)ccnc2O1 (configuration not stated)
 : 11%, -22%, ?, ?, ?, -3%, ?, -25%, .
Cc1cc(=O)oc2cc(NC(=O)C(CCCN=C(N)N)NC(=O)OCc3ccccc3)ccc12 (configuration not stated)
 : 14%, -5%, 5%, 14%, -14%, 1%, 8%, 0%, -14%
N#Cc1ccc(NC(=O)c2cc(-c3cccc(Cl)c3)on2)cc1
 : 10%, 4%, 12%, ., 6%, ., ., ?, .
Cc1cc(O)ccc1NC(=O)c1ccccc1
 : -14%, 6%, 15%, -14%, -1%, -6%, 16%, 3%, -1%
